# Screening results: PubChem BioAssay, Sanford-Burnham Center for Chemical Genomics
# hIAP activ = human IAP activation; activation factor at 10 µM; hit rate 0.16% among 330,000; purified human IAP, CDP-Star luminescence, 30 min; stronger effect = higher value; 1 = vehicle-only enzyme, 0 = enzyme-free background; AID 2524;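 active = activation factor of the enzyme at least 2-fold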; also: the source names both 10 and 20 µM as test concentration; values of inactives mirror those of a sister screen read the other way
# mIAP activ = mouse IAP activation. muIAP, CDP-Star luminescence, 30 min; stronger effect = higher value; 1 = vehicle-only enzyme signal, 0 = enzyme-free wells. activation factor at 10 µM. hit rate 0.24% among 330,000. AID 2805;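 active = activation factor of at least 2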; also: the source names both 10 and 20 µM as test concentration; values of inactives mirror those of a sister screen read the other way
#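 Assay system: mouse IAP enzyme; Reagent: CDP-Star chemiluminescent phosphatase substrate; Compound: DMSO-dissolved test compounds; Incubation: 30 min, room temperature; Technique: luminescence from enzymatic CDP-Star hydrolysis; Controls: DMSO-only wells and no-enzyme negative control.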
# PfGluPho inh = PfG6PD (Plasmodium falciparum) enzyme inhibition | inhibition, % at 20 µM | hit rate 0.78% among 350,000 | PfGluPho enzyme, NADPH resazurin-diaphorase fluorescence;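 active = inhibition reaching at least a set limit at 20 µM in the primary screen, cut at about 59% in these data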;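 also: 0% = DMSO wells with substrate and 100% = DMSO wells lacking glucose-6-phosphate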
# HKDC1 inhibitor = HKDC1 (human) hexokinase inhibition | recombinant HKDC1, G6PDH/diaphorase resazurin coupled fluorescence | inhibition, % at 20 µM | hit rate 0.16% among 340,000 | AID 493160;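 active = inhibition above about 35% when tested at 20 µM, limit read from the data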;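 also: plate controls were DMSO wells with enzyme for no effect and DMSO wells lacking enzyme for full effect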
#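 Assay system: in-house recombinant HK5 (HKDC1) enzyme. Input: HKDC1 at 5 µg/mL. Medium: Tris pH 8.0 buffer with MgCl2, Tween-20, BSA, BME. Dosing: single 20 µM dose. Schedule: 90 min reaction incubation at room temperature, dark. Signal: resazurin-to-resorufin fluorescence via G6PDH and diaphorase coupling, 525/613 nm. Controls: DMSO-enzyme wells negative, buffer-substituted wells positive.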
# hIAP inh = blocks human intestinal alkaline phosphatase; P09923; purified IAP, CDP-Star luminescence, 30 min; inhibition, % at 10 µM; hit rate 0.12% among 330,000;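 active = inhibition reaching a set limit with compound at 10 µM in the primary screen, cut at about 35% in these data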;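 also: plate controls were DMSO wells with enzyme for no effect and no-enzyme buffer wells for full effect; values of inactives mirror those of a sister screen read the other way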
# mIAP block = blocks mouse intestinal alkaline phosphatase; purified mouse IAP, CDP-Star luminescence, 30 min; inhibition, % at 10 µM; hit rate 0.2% among 330,000;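 active = inhibition of at least 40% at 10 µM in the primary screen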;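 also: plate controls were DMSO with enzyme for no effect and no enzyme wells for full effect; values of inactives mirror those of a sister screen read the other way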
# A3A deaminase = inhibitors of human APOBEC3A DNA deaminase; P31941; recombinant A3A, FAM/TAMRA ssDNA deamination fluorescence; inhibition, % at 20 µM; hit rate 0.41% among 330,000; AID 493011;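 active = at least 40% inhibition at 20 µM here, with at most 30% in a related deaminase screen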;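 also: plate controls were A3A with DMSO for no effect and wells lacking A3A enzyme for full effect; some results filed as inactive read as strong as hits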
# Target sequence (P31941 whole entry, looked up): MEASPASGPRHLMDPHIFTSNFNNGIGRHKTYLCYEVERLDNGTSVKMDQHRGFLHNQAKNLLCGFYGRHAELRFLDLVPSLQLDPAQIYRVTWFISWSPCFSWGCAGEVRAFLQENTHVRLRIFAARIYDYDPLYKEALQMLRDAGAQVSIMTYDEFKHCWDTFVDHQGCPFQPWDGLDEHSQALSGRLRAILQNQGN
# ATG4B inh = ATG4B (human) cysteine protease inhibition; Q9Y4P1; ATG4B cleavage of LC3-PLA2, NBD-HPC fluorescence, 1 h; inhibition, % at 8.33 µM; hit rate 0.51% among 340,000; in the data active = inhibition above about 40%
# Target sequence (Q9Y4P1 whole entry, looked up): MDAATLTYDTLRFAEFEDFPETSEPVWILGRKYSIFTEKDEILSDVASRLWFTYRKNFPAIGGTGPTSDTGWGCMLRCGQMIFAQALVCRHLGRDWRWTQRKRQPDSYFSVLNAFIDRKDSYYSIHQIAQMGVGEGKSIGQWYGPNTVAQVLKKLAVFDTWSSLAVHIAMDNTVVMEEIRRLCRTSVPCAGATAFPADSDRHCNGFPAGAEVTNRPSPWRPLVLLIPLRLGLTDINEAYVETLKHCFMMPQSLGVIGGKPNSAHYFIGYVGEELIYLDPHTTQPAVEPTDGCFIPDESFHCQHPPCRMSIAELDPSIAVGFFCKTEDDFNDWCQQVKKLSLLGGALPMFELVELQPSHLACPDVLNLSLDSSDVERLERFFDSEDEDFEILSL
# Active calls of the source: *; / = no result given. Rows are unselected; about 2.4% have a hit in one of these screens.
hIAP activ,mIAP activ,PfGluPho inh,HKDC1 inhibitor,hIAP inh,mIAP block,A3A deaminase,ATG4B inh,SMILES
0.95,0.93,-1,-8,5,7,2,2,Cc1ccc(CNC(=O)C(C(=O)NCc2ccc(C)o2)c2ncc(C(F)(F)F)cc2Cl)o1
0.99,1.1,-7,1,1,-7,1,11,O=C1CCCc2c1nc(-c1ccccc1F)n2O
1,0.98,6,-4,-5,2,-1,-11,COc1ccc(NC(=O)c2cncc(Br)c2)cc1S(=O)(=O)N1CCCCC1
0.82,0.99,-1,-5,18,1,-3,2,O=C1CCC(=O)N1c1ccccc1OS(=O)(=O)c1ccccc1
0.88,0.94,-3,-1,12,6,2,12,CCOc1ccc(NC(=O)CCSc2nnc(C)s2)cc1
0.96,0.81,26,-6,4,19,0,0,S=C(Nc1ccc(Br)cc1Cl)Nn1cnnc1
1.1,0.93,-8,-15,-6,7,-1,1,CCOc1ccccc1CN1CCN(S(C)(=O)=O)CC1
1,1,-18,-8,-3,-5,0,3,O=C1OCC/C1=C\OCCCO/C=C1\CCOC1=O
0.96,0.92,-5,-1,4,8,-2,13,Cc1cc(Nc2n[nH]c(N)c2C#N)ccc1F
1.1,1,0,-5,-7,0,-4,2,Cc1ccc(S(=O)(=O)N(C)C[C@@H]2Oc3c(NC(=O)C4CC4)cccc3C(=O)N([C@@H](C)CO)C[C@@H]2C)cc1
1.1,1.1,14,-5,-15,-13,0,-2,O=S(=O)(c1ccc(Oc2ccc(Br)cc2)cc1)N1CCOCC1
1.2,0.92,17,-2,-18,8,2,-31,Cc1ccc(OCCCCn2c(CO)nc3ccccc32)cc1
1.1,0.97,31,-1,-7,3,-5,1,COCCN=c1scc(-c2ccccc2)n1/N=C/c1c[nH]c2ccccc12
1.1,0.88,2,-3,-6,12,-20,-17,Cc1nnc2n(Cc3ccccc3)c(=O)c3c4c(sc3n12)COC(C(C)C)C4 (stereo not given)
1,0.93,22,-11,-3,7,-2,50*,O=C(Nc1cccc(Cl)c1N1CCCC1)c1cccc(-c2cc3ccccc3oc2=O)c1
1,0.92,-12,-11,0,8,-2,-9,ClCc1nnc(-c2ccccc2)o1
1.1,1.1,10,-7,-12,-10,2,-3,COc1ccc(CCNC(=O)c2nnn(CC(=O)Nc3c(C)cc(C)cc3C)c2N)cc1OC
0.87,1,-19,-16,13,0,3,-3,COc1ccc(-c2nnc(CSc3nc4ccccc4c(=O)n3C)o2)cc1OC
0.95,1,9,-5,5,-5,-5,-1,Cc1ccc(S(=O)(=O)NC(=O)Nc2cccc(S(=O)(=O)N(C)C)c2)cc1
0.92,1,-20,17,8,-4,-1,6,CCc1ccccc1NC(=O)C(Cc1cccc(OC)c1OC)c1nn[nH]n1 (stereo not given)
0.95,1.2,-24,-1,5,-15,-2,-11,Cc1ccc(N2C(=O)c3ccc(C(=O)N4CCN(c5ccccc5F)CC4)cc3C2=O)cc1
0.88,0.94,8,-2,12,6,-5,-6,Cc1nn(C)c(N)c1[N+](=O)[O-]
0.94,1,-2,-6,6,-2,-1,-15,CCCNC(=O)Cc1c(O)c2ccccc2[nH]c1=O
0.99,0.97,-1,-1,1,2,0,1,Cc1cc(C)cc(NC(=O)COC(=O)CC2CCCC2)c1
1,0.83,-5,1,-1,17,2,0,Cc1cc(NC(=O)CSCC(=O)OCC(=O)c2cccc(Br)c2)no1

# Single records, from the list above. Values in the order: hIAP activ, mIAP activ, PfGluPho inh, HKDC1 inhibitor, hIAP inh, mIAP block, A3A deaminase, ATG4B inh
# O=C1CCCc2c1nc(-c1ccccc1F)n2O as listed: 0.99, 1.1, -7, 1, 1, -7, 1, 11
# CCc1ccccc1NC(=O)C(Cc1cccc(OC)c1OC)c1nn[nH]n1 (stereo not given) as listed: 0.92, 1, -20, 17, 8, -4, -1, 6
# Cc1nnc2n(Cc3ccccc3)c(=O)c3c4c(sc3n12)COC(C(C)C)C4 (stereo not given) as listed: 1.1, 0.88, 2, -3, -6, 12, -20, -17
# Cc1ccc(S(=O)(=O)NC(=O)Nc2cccc(S(=O)(=O)N(C)C)c2)cc1 as listed: 0.95, 1, 9, -5, 5, -5, -5, -1

# Continuation.
hIAP activ,mIAP activ,PfGluPho inh,HKDC1 inhibitor,hIAP inh,mIAP block,A3A deaminase,ATG4B inh,SMILES
0.9,1,2,7,10,-3,-2,3,Cc1ccccc1NC(=O)CN1C(=O)N/C(=C\c2ccc(N3CCOCC3)c(F)c2)C1=O
0.86,0.97,5,-7,14,3,0,0,C[C@@H]1CN(c2nc3nonc3nc2N2CCSCC2)C[C@H](C)O1
1.1,1,51,-5,-13,-2,-1,-7,CCCc1nnc(SCC(=O)Nc2cccc(C(F)(F)F)c2)o1
0.93,0.99,4,-4,7,1,1,-7,COc1cccc(C(=O)Nc2ccc(F)c(F)c2F)c1
1.1,0.99,-3,-3,-6,1,0,-21,Cc1noc(C)c1S(=O)(=O)Nc1ccc2c(c1)C(=O)N([C@H](C)CO)C[C@H](C)[C@@H](CN(C)S(=O)(=O)c1ccc(F)cc1)O2
1.2,0.98,-8,-5,-16,2,-3,4,COC(=O)c1ccc(CN(C(=O)N2CCN(C)CC2)S(=O)(=O)c2ccc(C)cc2)cc1
1,0.97,-21,-8,-2,2,0,2,CN(C)S(=O)(=O)c1ccc(C(=O)Nc2nnc(-c3cccs3)o2)cc1
0.94,1,-2,-8,6,0,-1,-8,Cn1c(N)c(C(=O)COC(=O)C2CCCN2C(=O)c2cccs2)c(=O)n(C)c1=O (stereo not given)
0.87,0.98,-6,-1,13,2,-6,3,Cc1cccc(C(=O)OCC(=O)N2CC(C)OC(C)C2)c1C (stereo not given)
0.99,1,11,-8,1,-2,2,-8,Cc1ccc(NS(=O)(=O)c2ccc(C(=O)NCC3CCCO3)cc2)cc1 (stereo not given)
0.86,0.99,-12,-12,14,0,2,-3,COc1ccc2ccccc2c1/C=N\n1c(C)cc(C)c(C(N)=O)c1=O
0.94,1.1,-11,-6,6,-6,0,-1,Cc1ccc(S(=O)(=O)n2cnc3ccccc32)cc1
1.1,0.94,-4,-6,-13,6,1,0,CC1CC(C)CN(C(=O)COC(=O)CCC(=O)c2cccs2)C1 (stereo not given)
1.1,0.95,0,-7,-7,5,6,0,OCC1(CCOc2ccccc2)CCN(CCCn2cccn2)CC1
0.93,1.1,-2,-3,7,-5,-8,8,COc1ccc(O)c(CN2CCCC(N3CCc4ccccc4C3)C2)c1 (stereo not given)
1,1.1,6,-1,-2,-9,-6,27,Cc1ccc(CNC(=O)c2ccc3c(c2)NC(=O)C(N2CCOCC2)S3)cc1 (stereo not given)
1.2,1.1,3,1,-16,-9,-5,3,CCOC(=O)CNC(=O)CSc1nnc(CCc2nc3ccccc3[nH]2)n1C
1.5,1.2,-10,2,-47,-23,-6,-14,CC(C)C(NC(=O)C(c1ccccc1)c1ccccc1)c1nc2ccccc2[nH]1 (stereo not given)
1.2,0.99,8,1,-18,1,-2,-3,CC(=O)Nc1ccc(C(=O)/C=C/c2ccc[nH]2)cc1
0.98,1,1,4,2,-4,-2,-11,COc1ccc(N(CC(=O)NCCc2ccccc2)C(=O)CCC(=O)Nc2nccs2)c(OC)c1
0.86,0.98,7,-3,14,2,2,-6,CCOC(=O)C1=C(C)C(c2ccccc2O)NC(=O)N1 (stereo not given)
0.91,0.98,/,/,9,2,-1,/,Cc1ccc(CNC(=O)Cn2c(=O)c3sccc3n(Cc3cccc([N+](=O)[O-])c3)c2=O)cc1
0.85,1,-23,-6,15,-5,-3,-3,O=C(c1ccco1)N1CCN(S(=O)(=O)c2c(Cl)cccc2Cl)CC1
1.1,0.94,-23,9,-11,6,1,-7,CN(C(=O)c1ccccc1C(=O)OCC(=O)NCc1ccccc1)C1CCCCC1
1.2,1,5,3,-16,0,-3,-5,CC(C)(Cc1ccccc1)NC(=O)C(=O)c1cn(CC(=O)N2CCOCC2)c2ccccc12
0.95,0.79,-21,3,5,22,-4,-4,Cc1nc(SCC(=O)c2ccc(Cl)cc2)c([N+](=O)[O-])[nH]1
1,1.1,-6,-7,-2,-12,8,-15,Cc1ccc(NC(=O)C(C)Sc2nc(=O)cc(N)n2-c2ccccc2)cc1 (stereo not given)
0.74,0.91,2,3,26,9,-2,-8,O=c1cccc2c1c1cc[nH]c3ccc(=O)n2c31
1.1,0.99,-10,-7,-6,0,0,1,COc1ccc(OCCC(=O)NCC23CC4CC(CC(C4)C2)C3)cc1
0.89,0.98,6,-3,11,2,1,-6,CC(=O)c1cccc(OCc2cc(C(=O)N(C)CCC3CCOCC3)no2)c1
1.1,0.95,-6,2,-6,5,-1,1,Cc1cc(C)c(OCCCNCc2ccccc2)c(Br)c1
1.1,1,-2,4,-14,-5,9,10,CC(=O)c1cccc(N(C(=O)c2ccco2)C(C(=O)NC2CCCC2)c2ccc(N3CCOCC3)cc2)c1 (stereo not given)
1.1,0.92,-22,-5,-6,8,8,3,COc1ccc(-c2[nH]ncc2/C=N\NS(=O)(=O)c2ccc(Cl)cc2)cc1
1,0.98,-7,-5,-4,2,1,-2,CC(C)NC(NC(=O)Cc1ccccc1)C(Cl)(Cl)Cl (stereo not given)
0.9,0.95,7,-1,10,5,-1,0,Cc1ccc(NC(=O)CCN2C(=O)c3ccccc3S2(=O)=O)cc1F
1,1.1,13,-5,-2,-6,-2,-6,COc1cccc(CNC(=O)c2cc3c(cc2Cl)N2CCCCCC2=NS3(=O)=O)c1
0.92,0.93,48,0,8,7,-2,3,N#Cc1c(N)[nH]c(=S)c(C#N)c1-c1ccccc1
1.1,1.1,8,-6,-8,-6,2,-4,COC(=O)CC(NC(=O)c1ccco1)c1cccc2ccccc12 (stereo not given)
1.2,1.1,-4,-5,-18,-12,-3,-11,COc1ccc(-c2nnn(CC(=O)N(CCCN3CCOCC3)C(C(=O)NC3CCCC3)c3ccc(C)o3)n2)cc1 (stereo not given)
1,0.86,-7,-3,-3,14,0,-10,Cc1cc(C)n2c(SC(C)C(=O)NC3(C#N)CCCCC3)nnc2n1 (stereo not given)
0.9,0.98,-4,0,10,2,-2,4,Cc1ccc(C(=O)NC(=O)CSc2nnc(C)s2)cc1
0.94,0.95,-7,-4,6,5,-1,2,CN(C)C(=O)N1CCN(S(=O)(=O)c2ccc3ccccc3c2)CC1
0.93,1,20,-9,7,-5,3,-6,CCN(CC)CCN1CCn2c3c(c4cc(C)ccc42)CCCC31 (stereo not given)
1.1,1.1,2,-6,-11,-6,0,-8,Cc1ccc(NC(=O)CCC(=O)N2CCC(c3ccccc3)=N2)cc1S(=O)(=O)N1CCCCC1
0.97,1,2,-1,3,-2,1,-2,CCCOc1ccc(C(=O)N/N=C/c2c[nH]c3ccc(Br)cc23)cc1
0.95,0.84,-15,-4,5,16,3,6,Cc1ccc(N(CCC(=O)O)S(=O)(=O)c2ccccc2)cc1
1.2,0.91,-13,-4,-16,9,-5,-6,Cn1c(N)c(C(=O)COC(=O)COc2ccccc2Cl)c(=O)n(C)c1=O
1.1,0.98,-5,-2,-6,2,0,-2,Cc1onc(-c2ccccc2Cl)c1C(=O)NCc1ccc(F)cc1
0.99,1.1,-2,2,1,-14,2,-6,O=C(Nc1ccc(Cl)cc1)OCCn1nnnc1C(c1ccccc1)N1CCOCC1 (stereo not given)
0.94,0.93,-12,-5,6,8,-1,2,CC(=O)c1ccc(S(=O)(=O)NCCC(=O)NC(C)c2ccncc2)cc1 (stereo not given)
0.93,0.95,4,21,7,5,6,-7,Cn1c(N)c(C(=O)COC(=O)c2ccc(Cl)c(S(=O)(=O)N3CCCCC3)c2)c(=O)n(C)c1=O
